CRFR2-BP ag: agonists of human CRF-binding protein/CRF-R2 receptor complex | HEK293 CRF-R2/CRF-BP, calcium dye fluorescence (FLIPR); percent of saturating CRF peptide response | activation, % at 13.2 µM | 350,000 tested, 0.46% active;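 active = activation of at least 50%, plus an integration ratio under a set limit after plate pattern correction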;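 also: plate controls were neutral control wells without compound for no effect and CRF at EC100 for full effect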
M5 ag: CHRM5 agonism in calcium assay; AID 624037; CHO-K1 hM5 cells, Fluo-8 calcium fluorescence; 0% DMSO wells, 100% maximal acetylcholine response; 360,000 tested, 0.19% active; activation, % at 3 µM;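 active = activation above the run's mean over test compounds plus 3 SD, cut at about 23% in these data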;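 also: signal is peak over basal fluorescence ratio across the kinetic read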
Target sequence (P08912 whole entry, looked up): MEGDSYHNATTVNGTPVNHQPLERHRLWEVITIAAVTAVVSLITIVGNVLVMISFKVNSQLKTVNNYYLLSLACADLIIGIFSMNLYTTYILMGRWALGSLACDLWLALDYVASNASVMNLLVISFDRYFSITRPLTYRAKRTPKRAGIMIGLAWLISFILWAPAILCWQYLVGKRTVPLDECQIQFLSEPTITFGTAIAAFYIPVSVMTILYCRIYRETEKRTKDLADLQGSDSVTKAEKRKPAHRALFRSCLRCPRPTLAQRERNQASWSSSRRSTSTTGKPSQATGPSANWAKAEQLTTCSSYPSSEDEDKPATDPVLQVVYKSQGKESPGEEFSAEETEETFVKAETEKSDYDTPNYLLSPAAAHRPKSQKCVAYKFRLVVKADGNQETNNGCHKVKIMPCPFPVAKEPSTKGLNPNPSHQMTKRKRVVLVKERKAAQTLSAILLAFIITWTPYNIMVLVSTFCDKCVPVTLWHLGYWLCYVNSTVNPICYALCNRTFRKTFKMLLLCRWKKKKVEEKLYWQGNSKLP
TAAR1 agonist: agonists of human TAAR1; Q96RJ0; activation, % at 3 µM; CHO RD-HGA16 TAAR1, Fluo-8 calcium fluorescence; vehicle wells 0%, saturating PEA agonist 100%; 360,000 tested, 0.99% active;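 active = activation above the mean activation of all test compounds in the run plus 3 SD, cut at about 38% in these data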
Target sequence (Q96RJ0 whole entry, looked up): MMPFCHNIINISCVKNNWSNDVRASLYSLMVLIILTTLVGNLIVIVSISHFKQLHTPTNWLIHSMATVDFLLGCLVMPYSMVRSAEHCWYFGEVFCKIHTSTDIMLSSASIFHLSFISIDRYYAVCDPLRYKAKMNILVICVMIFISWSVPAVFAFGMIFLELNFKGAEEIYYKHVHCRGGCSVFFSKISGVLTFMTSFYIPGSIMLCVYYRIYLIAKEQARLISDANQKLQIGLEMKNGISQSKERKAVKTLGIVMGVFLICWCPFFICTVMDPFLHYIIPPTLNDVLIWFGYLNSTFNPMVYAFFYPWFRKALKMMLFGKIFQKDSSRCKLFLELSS
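Test system: RD-HGA16 (CHO) cells co-expressing Gα16 and hTAAR1 / Benchmarks: DMSO vehicle as 0%, PEA at EC100 as 100% / Repeats: no replicates (n 1) / Measure: % activation from peak over basal fluorescence ratio, DMSO-to-PEA scaled / Timing: 17-24 h plating, Fluo-8 75 min 37 °C, 30 min RT / Technique: kinetic Fluo-8 calcium fluorescence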
M5 PAM: positive allosteric modulators of human muscarinic M5 receptor | P08912 | AID 624038 | CHO-K1 hM5, Fluo-8 calcium, ACh EC20 PAM; 0% = ACh EC20, 100% = ACh EC100 | 360,000 tested, 0.3% active | activation, % at 3 µM;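 active = activation above the run cutoff, the mean activation of all test compounds plus 3 SD, cut at about 18% in these data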
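Assay system: CHO-K1 hM5 cells / Incubation: Fluo-8 loading 80 min at 37 °C plus 30 min room temperature / Technique: Fluo-8 calcium dye fluorescence, kinetic read / Repeats: single replicate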
TAAR1 antagonist: antagonists of human TAAR1. Q96RJ0. 360,000 tested, 1.5% active. inhibition, % at 3 µM. CHO RD-HGA16 TAAR1, Fluo-8 calcium fluorescence, antagonist;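 active = inhibition above a per-plate cutoff, the mean inhibition of test compounds on that plate plus 3 SD, cut at about 49% in these data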;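 also: 0% = DMSO plus EC80 beta-PEA response and 100% = DMSO alone without agonist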
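System: RD-HGA16 CHO cells with stable hTAAR1 and Gα16 | Probe or stimulus: EC80 β-phenethylamine stimulus | Dosing: 3 µM, single point | Times: Dye loading 75 min at 37 °C, then 30 min room temperature | Measured by: Fluo-8 calcium-sensitive fluorescence | Read-out basis: % inhibition of agonist calcium response | Replicates: n of 1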
CHRM4 PAM: CHRM4 positive allosteric modulation; P08173; CHO-K1 hM4/Gqi5, Fluo-8 calcium fluorescence, ACh EC20; 0% = ACh EC20, 100% = maximal ACh; 360,000 tested, 0.4% active; AID 624126; activation, % at 3 µM;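 active = activation above its plate's cutoff, the mean activation of sample wells plus 3 SD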; also: some results filed as inactive read as strong as hits
CHRM5 antagonist: blocks acetylcholine activation of human M5 receptor; 360,000 tested, 0.59% active; inhibition, % at 3 µM; CHO-hM5 cells, Fluo-8 calcium fluorescence, ACh EC80;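 active = inhibition above a per-plate cutoff, the mean of that plate's test compounds plus 3 SD, cut at about 27% in these data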;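 also: 0% = acetylcholine EC80 with DMSO and 100% = DMSO without agonist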
M1 PAM parental: nonselective activator or artifact in parental CHO-K1 calcium assay; AID 602247; activation, % at 3 µM; 360,000 tested, 0.02% active; ATP EC20, Fluo-8 calcium fluorescence; 0% at ATP EC20, 100% at ATP max;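 active = activation above the run cutoff, the mean activation of all test compounds plus 3 SD, cut at about 40% in these data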;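 also: peak over basal fluorescence ratio in a 140 s read after ATP addition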
CRFBP-R2 block: CRF-BP/CRF-R2 complex antagonism; HEK293 CRF-R2/CRF-BP, CRF-induced calcium fluorescence; inhibition, % at 11.8 µM; 350,000 tested, 0.59% active; AID 588475;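 active = inhibition of the ligand-induced calcium signal above about 50% at the single tested concentration, limit read from the data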
* marks the source's active call; other numbers are inactive results; . = no result given.

SMILES	CRFR2-BP ag	M5 ag	TAAR1 agonist	M5 PAM	TAAR1 antagonist	CHRM4 PAM	CHRM5 antagonist	M1 PAM parental	CRFBP-R2 block
C=CC[C@H](CC(=O)N(CCO)Cc1ccccc1)C(=O)NC[C@H](OC(=O)[C@@H](CC=C)CC(=O)OC(C)(C)C)c1ccccc1	-0.3	-2	13	-14	49*	-11	5	11	7
CCN(CC)S(=O)(=O)c1cccc(-c2nnc(SCc3ncc(-c4ccccc4)o3)n2C)c1	-1.3	-12	4	-13	8	-8	1	12	19
COc1ccc(-c2csc(-c3ccccc3)n2)c(OC)c1	0.1	2	0	5	-11	4	9	-8	6
Cc1cc(C(F)(F)F)c2c(n1)sc1c(O)cc(=O)[nH]c12	-2.9	3	3	7	-9	5	-7	6	26
CCOC(=O)N1CCC(NC(=O)c2cc(S(=O)(=O)N3CCCC3)cn2C)CC1	5.7	-4	1	2	-8	10	2	-8	-3
Cc1ccccc1NC(=O)CC1SCCNC1=O (stereo unspecified)	-5.0	-3	1	-4	-7	-2	4	13	1
COc1ccc(OCc2nnnn2-c2ccccc2)cc1	-3.5	-2	4	-1	4	7	2	17	-9
Cc1cc(C)cc(Cn2cc(CN3CC(N4CCN(C)CC4)CS3(=O)=O)nn2)c1 (stereo unspecified)	.	-2	4	-3	-11	7	2	10	.
CCOC(=O)c1ccc(NC(=O)COC(=O)Cc2csc(-c3ccccc3)n2)cc1	-3.0	1	0	8	-7	-1	-2	30	-19
Cn1c(SCC(=O)NC2CCCCC2)nnc1-c1cccc(N)c1	-0.3	-2	3	3	-1	-7	-3	11	2
COc1ccc(NC(=O)CN2CCN(CC(=O)Nc3ccccc3OC)CC2)c(OC)c1	-0.4	1	-1	1	-13	1	0	29	-22
CN(Cc1ccccc1)c1nc2c(c(=O)[nH]c(=O)n2C)n1CCCc1ccccc1	1.6	1	20	-10	17	-3	4	25	-109
COc1ccc(C(CC(=O)Nc2ccccn2)N2Cc3ccccc3C2=O)cc1OC (stereo unspecified)	-1.9	0	3	-6	-12	-1	6	-10	5
O=C(c1ccc2c(c1)OCCO2)N1CCN(c2ncc(C(F)(F)F)cc2Cl)CC1	4.8	-3	12	-12	5	-4	8	3	-10
O=C(NC1CCCC1)C1CCN(S(=O)(=O)c2ccccc2)CC1	0.8	-3	1	-1	3	-4	8	12	-15
O=C(NN1C(=O)C2C(c3ccccc3)C=CC(c3ccccc3)C2C1=O)c1cccc(Br)c1 (stereo unspecified)	1.9	-7	69*	-20	87*	-17	37*	18	2
COc1ccc(C2CC(c3ccccc3)=NN2C(=O)COC(=O)c2cc(S(=O)(=O)N3CCOCC3)ccc2Cl)cc1 (stereo unspecified)	-0.2	-1	2	-4	7	-5	12	11	-6
CCc1nc2ccc(C(=O)Nc3cccc(OC)c3)cn2c1N(C)CCCc1ccccc1	.	-1	2	0	7	-12	1	9	.
O=C(NCCCn1ccnc1)c1ccc(N2CCCCC2)c([N+](=O)[O-])c1	-4.3	-10	2	1	-15	0	8	12	3
CC[C@@H]1CC=C[C@H]2[C@H]1C(=O)N(Cc1ccccc1)[C@H]2c1ccoc1	-0.2	1	.	9	.	-1	7	-13	2
COc1ccccc1CNC(=O)COc1cccnc1[N+](=O)[O-]	-1.9	-5	5	2	4	5	4	25	-3
CCN(CC)CCCn1c2c(c(SCC(=O)Nc3ccc4c(c3)OCO4)nc1=O)CCC2	-0.7	-1	5	2	-15	-2	4	8	9
Cc1csc(NC(=O)CSc2nc(=O)n(CCCN(C)C)c3c2CCC3)n1	0.8	-1	1	-2	-4	2	-4	20	-3
CC(=O)Nc1ccc(NC(=O)C2Cc3c(-c4cccc(NC(C)=O)c4)ccnc3O2)cc1 (stereo unspecified)	.	0	1	-2	-12	2	-2	1	.
COc1ccc(CC(=O)Nc2ccc(-c3noc(-c4cc(OC)c(OC)c(OC)c4)n3)cc2)cc1	4.2	2	7	1	7	2	3	16	-8
COCCn1c(SCC(=O)N2CCc3ccccc3C2)nc2cc(Cl)ccc2c1=O	-0.9	-2	7	-2	5	1	-1	22	26
COc1ccc(OC)c(-c2cnc(OC(C)(C)C)nc2OC(C)(C)C)c1	5.5	-2	22	-10	-16	-1	17	-15	-15
S=C(Nc1ccc(Cl)c(Cl)c1)N1CCOCC1	0.8	2	20	-9	3	-2	11	6	10
CCOC(=O)/C(O)=C(\C#N)c1nc2ccccc2[nH]1	0.5	2	3	-1	-2	0	7	-15	-4
Cn1c(=O)n(C)c2cc(NC(=O)c3ccccc3[N+](=O)[O-])c(Br)cc21	-0.6	-3	1	2	-12	5	8	21	1

Another view of part of the listing above:
Each structure is followed by: CRFR2-BP ag	M5 ag	TAAR1 agonist	M5 PAM	TAAR1 antagonist	CHRM4 PAM	CHRM5 antagonist	M1 PAM parental	CRFBP-R2 block
CCOC(=O)c1ccc(NC(=O)COC(=O)Cc2csc(-c3ccccc3)n2)cc1
→ -3.0	1	0	8	-7	-1	-2	30	-19
Cn1c(SCC(=O)NC2CCCCC2)nnc1-c1cccc(N)c1
→ -0.3	-2	3	3	-1	-7	-3	11	2
COc1ccc(NC(=O)CN2CCN(CC(=O)Nc3ccccc3OC)CC2)c(OC)c1
→ -0.4	1	-1	1	-13	1	0	29	-22
CN(Cc1ccccc1)c1nc2c(c(=O)[nH]c(=O)n2C)n1CCCc1ccccc1
→ 1.6	1	20	-10	17	-3	4	25	-109
COc1ccc(C(CC(=O)Nc2ccccn2)N2Cc3ccccc3C2=O)cc1OC (stereo unspecified)
→ -1.9	0	3	-6	-12	-1	6	-10	5

(cont.)
SMILES	CRFR2-BP ag	M5 ag	TAAR1 agonist	M5 PAM	TAAR1 antagonist	CHRM4 PAM	CHRM5 antagonist	M1 PAM parental	CRFBP-R2 block
O=C(CSc1nccn1-c1ncc(C(F)(F)F)cc1Cl)c1ccc(Br)cc1	1.7	-2	.	22*	.	8	19	-6	-65
CN(CC(=O)Nc1ccc(C(N)=O)cc1)S(=O)(=O)c1ccc2c(c1)OCCO2	3.6	1	1	-7	-8	-2	7	20	4
CCN1CCN(C(=S)Nc2ccc(C(C)=O)cc2)CC1	5.0	2	6	4	2	-3	2	0	13
CCc1cc(=O)oc2c3c(cc(OCC(=O)NCc4cccnc4)c12)OC(C)(C)CC3	-1.9	2	2	-8	8	-2	3	6	1
COc1ccc(CCNC(=O)Nc2cccc([N+](=O)[O-])c2)cc1	0.4	2	4	-21	14	-28	8	1	20
CCOC(=O)c1cnc2nc(N3CCOCC3)nn2c1N	-2.2	-2	8	-2	-6	-6	0	1	20
CCSc1nnc(NC(=O)Cc2ccccc2OC)s1	1.8	-2	5	4	-7	0	0	12	-9
CCC(C)[C@H](NC(=O)C1(c2ccccc2)CCN(C(=O)OC(C)(C)C)CC1)C(=O)N[C@@H](C(=O)O)c1ccccc1 (stereo partly specified)	-1.7	2	0	5	11	8	1	9	15
COc1ccc(NC(=O)CSc2n[nH]c(-c3ccncc3)n2)cc1Cl	-4.3	8	12	1	-9	-2	9	-11	7
CCCOC(=O)c1ccc(S(N)(=O)=O)o1	-2.5	0	1	1	4	3	0	-6	-4
Cc1ccc(C2CC(c3cccs3)=NN2C(=O)CCl)cc1 (stereo unspecified)	-1.2	-5	2	-1	-11	-4	8	-9	-16
CN(CCC1CCOCC1)C(=O)CC1C(=O)NCCN1Cc1ccoc1 (stereo unspecified)	-2.0	3	0	-3	-9	1	16	19	3
Oc1c(/C=C/C=C/C=Nc2ccccc2)sc(=S)n1Cc1ccccc1	5.8	3	2	1	-7	0	5	18	-21
C=C(C)/C=N/NC(=S)Nc1ccc(S(=O)(=O)N2CCOCC2)cc1	-1.3	2	0	8	-9	0	-11	9	-2
O=C(CCn1c(=O)c2cccn2c2cccnc21)NCCCN1CCN(c2ccc(F)cc2)CC1	0.9	-4	0	-4	-13	-4	1	10	13
O=C(O)c1ccc(/C=C2\SC(=Nc3ccccc3)N(c3ccccc3)C2=O)cc1	-1.4	3	5	0	-1	1	0	-11	-21
Cn1cccc1/C=C1\SC(=S)N(NC(=O)c2ccc(F)cc2)C1=O	5.0	5	0	4	-25	-11	-1	-6	-7
N#CCc1ccc(NC(=O)Nc2cccc(Cl)c2)cc1	2.7	8	28	-14	15	-9	18	2	23
CN1CCN(C(=O)N2c3ccccc3C=Cc3ccccc32)CC1	-0.6	-13	0	-25	11	-17	98*	2	-8
COc1ccc(NC(=O)c2cccc(S(=O)(=O)N3CCOCC3)c2)cc1	-1.1	0	0	-3	-13	-6	9	6	-1
Cc1nn(CC(=O)OCC(=O)NCCc2ccc(F)cc2)c(C)c1[N+](=O)[O-]	-0.7	3	0	9	-11	5	-11	10	30
CCC(Sc1nc2ccccc2[nH]1)C(=O)Nc1cc(C)on1 (stereo unspecified)	-2.4	-1	8	-4	11	6	-1	15	-4
O=C(COC(=O)c1ccc(Br)o1)Nc1nc2ccccc2s1	-0.1	-1	11	-3	24	0	-5	-5	-24
CCC(=O)N1CCN(CCN=CC2=C(O)CC(C)(C)CC2=O)CC1	0.2	-3	2	-3	17	14	4	33	12
CCOc1ccc(N2CC(C(=O)N3CCN(c4ccccn4)CC3)CC2=O)cc1 (stereo unspecified)	-2.9	2	0	-1	-13	5	8	-15	1
Clc1cccc2sc(N3CCOCC3)nc12	-0.6	-9	0	26*	-18	10	-9	-22	19
CCc1cc(C(=O)OC)c(NC(=O)CC2SC(=NC)N(C)C2=O)s1 (stereo unspecified)	0.3	-3	0	-5	-1	-2	8	3	-8
Cn1c(=O)n(CCC(=O)O)c2ccccc21	-0.2	-5	5	-4	10	-3	-2	8	7
Cc1ccc(Cn2c(SCC(=O)NCC3CCCO3)nc3c(sc4ccccc43)c2=O)cc1 (stereo unspecified)	0.1	-2	9	3	5	4	-5	25	8
CSc1nsc(SCC(=O)Nc2ccc(NC(C)=O)cc2)n1	0.0	-1	-2	0	9	-1	8	0	7
O=C(COc1ccc(Br)cc1)NCCN1CCCC1	-2.0	0	0	6	10	0	-1	13	0
CC1CN(c2nnc(-c3ccccc3)c3ccccc23)CC(C)O1 (stereo unspecified)	0.8	-2	7	1	11	11	-6	18	23
Oc1ccccc1Nc1ccccn1	1.6	-6	0	6	-6	-1	-3	0	-5
O=C(Nc1ccc2c3c(cccc13)CC2)c1cccc([N+](=O)[O-])c1	-1.1	-3	-1	-7	-2	4	12	6	-25
CCCn1c(SCC(=O)N2CCCC2)nc2c1c(=O)n(C)c(=O)n2C	1.0	-3	2	3	11	3	8	16	13
CC(OC(=O)COc1cccc2c1OC(C)(C)C2)C(=O)Nc1ccc(S(N)(=O)=O)cc1 (stereo unspecified)	-0.9	6	6	-3	7	7	0	-19	-3
COc1cccc(C(=O)Nn2cnnc2)c1	1.1	-1	7	-7	10	-1	6	5	-14
Fc1ccc(CN2CC[C@H]3C=CCc4cccc(c43)C2)cc1	-0.2	-6	10	6	3	-2	3	8	-5
O=C(NC(c1ccccc1)C(Cl)Cl)c1ccccc1 (stereo unspecified)	-1.3	0	2	5	16	-7	-3	13	6

High-throughput results: PubChem BioAssay, several laboratories
